Assay outcomes as filed in PubChem BioAssay.
TbREL1 primary: TbREL1 RNA ligase inhibitors, primary screen, biochemical, FRET fluorescence. TbREL1 RNA ligation. inhibition, % at 9.66 µM. AID 1117264, 2014. 89,000 compounds, 0.49% hits;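 active means inhibition above the mean inhibition across all screened compounds plus 3 SD, cut at about 11% in these data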;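 further: 0% = plate median of test wells and 100% = NSC42067 control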
Target sequence (P86926 whole entry, looked up): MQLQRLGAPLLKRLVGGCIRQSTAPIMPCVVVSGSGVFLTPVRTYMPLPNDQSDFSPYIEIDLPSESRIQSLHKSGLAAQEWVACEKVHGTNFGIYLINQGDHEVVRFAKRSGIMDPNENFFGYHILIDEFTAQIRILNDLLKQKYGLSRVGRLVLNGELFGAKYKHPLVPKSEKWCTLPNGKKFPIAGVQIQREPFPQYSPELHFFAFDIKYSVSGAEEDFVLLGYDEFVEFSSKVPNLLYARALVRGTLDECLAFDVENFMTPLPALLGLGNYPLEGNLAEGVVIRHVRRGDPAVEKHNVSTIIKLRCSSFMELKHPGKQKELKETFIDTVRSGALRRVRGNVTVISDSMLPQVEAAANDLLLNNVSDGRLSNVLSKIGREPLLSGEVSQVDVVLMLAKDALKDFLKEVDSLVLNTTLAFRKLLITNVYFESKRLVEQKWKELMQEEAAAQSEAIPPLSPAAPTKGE
* hit, by the source's call. These rows are one share of the data (hit frequency here may not be typical).

| TbREL1 primary | structure |
| --- | --- |
| -1 | COC(=O)C(Cc1ccccc1)NC(=O)CCC(=O)NC(C)CCc1ccccc1 (stereo unspecified) |
| 4 | O=S(=O)(Nc1ccc2cn[nH]c2c1)c1cc(Br)ccc1Br |
| 3 | C/C(=N\OCC(=O)Nn1c(=O)[nH]c2ccccc2c1=O)c1cccs1 |
| -4 | Cc1ccc(Cl)cc1NC(=O)c1cc(NC(=O)CCCC(=O)O)ccc1N1CCCCC1 |
| 0 | CC(C(=O)Nc1ccccc1)N1CCN(C(=O)c2ccco2)CC1 (stereo unspecified) |
| -7 | CCCc1cc(=O)oc2c(C)c(O)c(CN3CCCCC3)cc12 |
| 2 | Cc1ccc(CC(=O)Nc2ccc(S(=O)(=O)N3CCOCC3)cc2)cc1 |
| -4 | CS(=O)(=O)c1cccc(-c2csc(N3CCC(C(N)=O)CC3)n2)c1 |
| -1 | CC(Cl)C(=O)Nc1ncc(C(F)(F)F)cc1Cl (stereo unspecified) |
| 1 | CCN1CCN(Cc2c(O)ccc3c(=O)c(-c4ccc(OC)c(OC)c4)c(C(F)(F)F)oc23)CC1 |
| -5 | COc1ccc(-c2nc(SCC(=O)NC3CCCC3)c(-c3ccc(OC)cc3)[nH]2)cc1 |
| 0 | COc1ccc(/C=C/c2nc3ccccc3n2C)cc1 |
| -2 | COC(=O)[C@@]12CCCCC=C1N(CCc1ccc(Cl)cc1)C(=O)[C@H]2CC(=O)NCc1cccc(C(F)(F)F)c1 |
| 1 | COCCn1c(SCC(=O)c2c(N)n(C3CC3)c(=O)[nH]c2=O)nc2ccccc21 |
| 5 | COC(=O)CCN(C(C)=O)c1ccc(N)cc1 |
| 3 | CC(=O)c1ccc(S(=O)(=O)Oc2ccc(-c3ccc(C(=O)O)cc3)cc2)cc1 |
| 3 | Cc1cccc(NC(=O)CSc2nnc(-c3ccccc3)n2N)c1 |
| -1 | CCCc1nc(SCC(=O)c2ccc3c(c2)NC(=O)CO3)[nH]c(=O)c1CC |
| 2 | O=C(Nc1ccc(N2C(=O)[C@@H]3[C@H](C2=O)[C@@H]2C=C[C@H]3C2)c(Cl)c1)c1ccccn1 |
| 1 | O=C(c1ccco1)N1CCN(c2ccc([N+](=O)[O-])c(N3CCOCC3)c2)CC1 |
| 2 | COc1cc(NC(=O)C2CCCN(S(=O)(=O)c3cccs3)C2)cc(OC)c1 (stereo unspecified) |
| -2 | CCOC(=O)c1ccc(NC(=S)N2CCN(CCN=CC3=C(O)CC(C)(C)CC3=O)CC2)cc1 |
| -1 | C[C@H](CO)N1C[C@H](C)[C@@H](CN(C)S(C)(=O)=O)Oc2ccc(NC(=O)C3CC3)cc2C1=O |
| -1 | CCOc1ccc(-n2c(SCC(=O)Nc3cccc4ccccc34)nnc2-c2ccco2)cc1 |
| 2 | O=C(NNC(=O)c1cc2ccccc2cc1O)NC1CCCCC1 |
| -1 | CCCN(CCC)S(=O)(=O)c1ccc(C(=O)Nc2c(C)n(C)n(-c3ccccc3)c2=O)cc1 |
| -3 | CN(C)c1cccc2c1c(NS(=O)(=O)c1cn(C)cn1)nn2C |
| 0 | CN(C(=O)Cn1c(=O)oc2cc(S(=O)(=O)N3CCCC3)ccc21)C1CCCCC1 |
| 6 | COc1cc(NC(=O)COc2cccc(C)c2C)ccc1NC(=O)c1ccco1 |
| -3 | O=C(CSc1nc(O)c(C2CCCCC2)c(=O)[nH]1)Nc1ccccc1Cl |
| 2 | O=C(COC(=O)Cc1ccccc1F)NCCc1ccccc1 |
| -1 | O=S1(=O)c2cccc3cccc(c23)N1Cc1ccc(-c2nnco2)cc1 |
| 3 | Cc1ccc(-c2nnc(NCc3nc4ccccc4[nH]3)c3ccccc23)cc1S(=O)(=O)N1CCCCC1 |
| 1 | O=C(Nc1cc(C(F)(F)F)ccc1Cl)C(=O)N1CCCCC1 |
| -1 | CC1CC(=O)N(c2ccc(N(C)Cc3ccccc3)c([N+](=O)[O-])c2)C1=O (stereo unspecified) |
| 3 | C=CCn1c(N)cc(=O)nc1SCC(=O)Nc1ccc(C(=O)OCC)cc1 |
| -5 | CCCn1c(C)c(C(=O)OCC)c(O)c(-c2ccccc2)c1=O |
| 2 | Cc1nnsc1C(=O)N1CCN(c2ccc(F)cc2)CC1 |
| -6 | CC1CCc2[nH]c3ccc(C(=O)N(C)CC(=O)Nc4ccccc4Br)cc3c2C1 (stereo unspecified) |
| 4 | COC(=O)c1nc2ccccn2c1F |
| -1 | COC(=O)C1[C@H]2C(=O)N(Cc3cccs3)C[C@]23C=C[C@H]1O3 (stereo partly specified) |
| 0 | Fc1ccccc1CSc1nncn1NCc1cccs1 |
| 1 | COc1cccc(NC(=O)C2C3C=CC(O3)C2C(=O)NCc2cccnc2)c1 (stereo unspecified) |
| -1 | CCOC(=O)C1CCN(Cc2cn[nH]c2-c2ccc(C)cc2)CC1 |
| -5 | CCc1cc(=O)n2c([nH]c3ccccc32)c1C#N |
| 5 | CCc1ccccc1OCC(=O)OCC(=O)Nc1cc(C)on1 |
| -4 | COc1cc([N+](=O)[O-])ccc1NC(=S)Nc1cc(C(=O)OC(C)C)cc(C(=O)OC(C)C)c1 |
| 4 | C/C(=N/NS(=O)(=O)c1ccccc1)c1ccc(NC(=O)C2CC2)cc1 |
| 4 | COc1ccc(OC)c(C(=O)NC2CC(C)(C)Cc3c2cnn3-c2ccccc2)c1 (stereo unspecified) |
| -2 | C/C(=N\NC(=O)CCCNc1cccc(C)c1)c1ccncc1 |
| -1 | CN(C(=O)Cc1noc2ccccc12)c1ccccc1 |
| -4 | Cc1cc(C)cc(N(CC(=O)NCCSCc2ccccc2)S(C)(=O)=O)c1 |
| 2 | COc1ccccc1C(CNC(=O)CNC(=O)c1cccc(Cl)c1)N1CCCC1 (stereo unspecified) |
| 3 | Cc1[nH]c2ccccc2c1C(=O)CN1CCC2(CC1)OCCO2 |
| -1 | COc1ccc(-c2ccc3c(c2)S(=O)(=O)c2cccc(C(=O)N4CCN(c5ccc(Cl)cn5)CC4)c2C3=O)cc1OC |
| 0 | CCN(CC(=O)Nc1ccc(NC(C)=O)cc1)C(=O)c1cc(S(=O)(=O)N2CCCCCC2)ccc1OC |
| 3 | CN(C)/C=C(/C(=O)c1ccc(F)cc1)S(=O)(=O)c1ccc(F)cc1 |
| 0 | O=C(/C=C\Nc1ccccn1)c1ccccc1 |
| 1 | CCn1c(COc2ccc(C)cc2)nnc1SCC(=O)Nc1cc(OC)ccc1OC |
| -6 | C#CCNC(=O)C[C@@H]1C[C@@]2(C(=O)OC)CCCCC=C2N(CCCCCCCC)C1=O |

Next results.
| TbREL1 primary | structure |
| --- | --- |
| -4 | O=S(=O)(Nc1cccc(-c2cn3cccnc3n2)c1)c1ccc(-c2ccccc2)cc1 |
| 0 | O=C(NCCN1CCOCC1)c1cc(-c2cccs2)nc2ccccc12 |
| -1 | CC(C)NC(=O)NS(=O)(=O)c1cnccc1NC1CC2CCC1C2 (stereo unspecified) |
| 1 | Cc1cc(NC(=O)CSc2nnc(-c3ccco3)n2Cc2ccccc2)no1 |
| -7 | C#CCNC(=O)C[C@H]1C[C@@]2(C(=O)OC)C(=C[C@H](C(C)C)O[C@@H]2C2CC2)N(Cc2cccc3ccccc23)C1=O |
| -3 | COC(=O)CSc1nnc(SCc2ccc(Cl)cc2)s1 |
| -3 | Cc1cc(NC(=O)COC(=O)CCCOc2ccc(Cl)cc2C)no1 |
| 0 | COc1cc(OC)c2c(-c3cccc(-c4ccc(OC(F)(F)F)cc4)c3)cc(=O)oc2c1 |
| 0 | c1ccc2cc3[nH]c(CNc4nc(N5CCOCC5)nc5c4ncn5-c4ccsc4)nc3cc2c1 |
| -4 | O=C(Cn1cnc2c(OCc3ccccc3)ncnc21)N1CCN(c2ccccn2)CC1 |
| 2 | COC(=O)c1c(NC(=O)c2cccc(S(=O)(=O)N3CCN(C)CC3)c2)sc(C)c1C |
| -3 | O=C(Nc1ncccc1O)c1cccc(S(=O)(=O)N2CCN(c3ccc(F)cc3)CC2)c1 |
| -4 | O=C(CN1CCN(c2ccccc2O)CC1)Nc1ccc([N+](=O)[O-])cc1Br |
| -5 | CCOC(=O)[C@]12CCC=C1N(Cc1ccccc1)C(=O)[C@H](CC(=O)NCc1ccc(OC)c(OC)c1)C2 |
| -1 | CCOC(=O)N1CCC(NC(=O)c2cc(C(=O)Nc3cccc(OC)c3)ccc2CO)CC1 |
| 4 | C[C@H]1CN=C(N(C)C)N1CCCC1CCCC1 |
| -3 | CCOC(=O)c1c(C)[nH]c(C(C)=NNC(=O)c2cccs2)c1C |
| -1 | C/C(N)=C(/C#N)C(=O)COC(=O)c1cccc(C)c1O |
| 3 | CN(C)CCN(C(=O)C1CCN(S(=O)(=O)c2cccs2)CC1)c1nc2c(F)cccc2s1 |
| -2 | CCC(CO)Oc1cc(NCc2ccccc2C)c2ncn(C(C)C)c2c1 (stereo unspecified) |
| 1 | CCOC(=O)c1sc(NC(=O)c2ccc(C)o2)nc1C |
| 1 | CCN1C(=O)[C@@H]2[C@H](C1=O)[C@@H]1C(=O)Nc3ccccc3C(=O)N1[C@@H]2c1cccc(OC)c1 |
| 2 | CCNC(=O)CCc1nc(-c2ccc(C(C)(C)C)cc2)no1 |
| 4 | CCN(CC)C(=S)Nc1ccc([N+](=O)[O-])cc1 |
| 6 | Cc1ccc(NC(=O)c2onc(C)c2Cl)cc1 |
| 1 | COc1cccc(-c2nnc3sc(-c4ccccn4)nn23)c1 |
| 2 | O=S1c2ccccc2Nc2ccccc21 |
| -3 | COc1cc(NC(=O)NCCN2CCN(c3ccc(Cl)cc3)CC2)ccc1C |
| 0 | C=CCn1nnnc1-c1cc(Cl)cc(Cl)c1 |
| 3 | O=C(NCCc1ccc(Cl)cc1)c1ccc(=O)[nH]c1 |
| -4 | Cc1ccc(C(=O)c2oc3ccccc3c2N)cc1 |
| -2 | COc1cc(/C=C/c2cc[n+](C)cc2)ccc1OCC(=O)Nc1ccccc1 |
| 0 | O=S(=O)(c1ccc(Cl)cc1)N1CCN(Cc2ccc(O)c3ncccc23)CC1 |
| 1 | Cc1ccc(CNC(=O)C2=NNC(=O)CC2)cc1 |
| 3 | COc1ccc(S(=O)(=O)N2CCC(C(=O)Nc3ccccc3N3CCCCC3)CC2)cc1OC |
| -2 | Cn1ccc(C(=O)OCC(=O)c2ccccc2)n1 |
| 4 | COc1ccc(NC(=O)CSc2nc(N3CCCCC3)nc(N3CCCCC3)n2)cc1 |
| 4 | CS(=O)(=O)c1ccc(-c2cccc(NC(=O)c3ccc4c(c3)OCO4)c2)nn1 |
| 0 | O=C(COC(=O)c1cc(S(=O)(=O)N2CCOCC2)ccc1F)NC1CCCCC1 |
| 2 | O=S(=O)(c1ccc(Br)s1)N1CCN(c2ccccc2)CC1 |
| 1 | CCOC(=O)c1ccc(NC(=O)CSc2nnc(-c3cccc(C)c3)n2C)cc1 |
| 2 | CC(C)(C)c1ccc(OCc2ccc(C(=O)NN)o2)cc1 |
| 1 | Brc1ccc(N=C(c2ccccc2)c2ccncc2)cc1 |
| 1 | COc1ccc2nc(NCCCNC(=O)c3cc(OC)c(OC)c(OC)c3)c(C#N)cc2c1 |
| 2 | CC(C)OCCCNC(=O)CNC(=O)c1ccc(Cl)c(Cl)c1 |
| 4 | C[C@H](CO)N1C[C@H](C)[C@@H](CN(C)C(=O)Nc2ccc(C(F)(F)F)cc2)Oc2c(NC(=O)Cc3ccccc3)cccc2C1=O |
| -6 | CCC(C)NC(=O)Cn1cc(S(=O)(=O)N2CCN(c3ccccc3F)CC2)c2ccccc2c1=O (stereo unspecified) |
| -2 | CCOC(=O)CSc1nc2sc3c(c2c(=O)[nH]1)CCCC3 |
| -4 | Cc1ccc(S(=O)(=O)C2(S(=O)(=O)c3ccc(C)cc3)CCCC2)cc1 |
| 2 | C=CCOc1c(Cl)cc(CNCCC)cc1Cl |
| 5 | CCOc1ccc(/C=C2\C(=O)c3ccccc3OC2c2ccccc2)cc1 (stereo unspecified) |
| -3 | CCOc1cc(/C=C2/NC(=O)N(CC(=O)Nc3cccc(C)c3)C2=O)ccc1OC |
| -3 | CN(CC(=O)Nc1ccccc1C(F)(F)F)C(=O)CSCc1ccc(Cl)c(Cl)c1 |
| 0 | O=C(O)CC(=O)Nc1ccccc1 |
| 0 | O=C(NCc1ccccc1)c1cc[n+](Cc2ccccc2)cc1 |
| -1 | COC(=O)/C=c1\sc2n(c1=O)C(C)=CC(C)(C)N=2 |
| -2 | Cc1ccc([C@@H]2[C@@H]3C(=O)N(c4ccccc4)C(=O)[C@@H]3[C@]3(C)C(=O)N(Cc4ccccc4)CC(=O)N23)o1 |
| -2 | COc1ccc(C(=O)N2CCOC2CNC(=O)C(=O)NCc2ccco2)cc1 (stereo unspecified) |
| 5 | CC(=O)Nc1ccc(C(=O)COC(=O)c2cc(C)oc2C)c(F)c1 |
| 3 | CCN1C(=O)CC(N2CCC(c3nc4ccccc4[nH]3)CC2)C1=O (stereo unspecified) |
| 0 | CCc1nc2nc(C)cc(Nc3cccc(C(F)(F)F)c3)n2n1 |
| 2 | CCOC(=O)C1=C(C)OC(N)=C(C(=O)OCC)C1c1ccncc1 (stereo unspecified) |
